Runt-CBFb FRET = inhibitors of human RUNX1 Runt domain binding to CBFb | Q01196+Q13951 | Cerulean-Runt/Venus-CBFb FRET ratio 530/480, 1 h | inhibition, % at 20 µM | hit rate 0.46% among 220,000 | AID 1496;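 active means inhibition over about 50% at 20 µM in the single-dose screen, limit read from the data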;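 further: 0% = DMSO wells and 100% = excess unlabeled CBFb competitor control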
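System: Cerulean-labeled Runt domain protein | Quantity: 100 nM of each labeled protein | Schedule: 1 h compound exposure, room temperature | Detection: Fluorescence energy transfer, 422 nm excitation, 530/480 nm emission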
hK5 inh = kallikrein 5 (human) inhibition; Q9Y337; recombinant hK5, fluorogenic AMC substrate cleavage; inhibition, % at 5 µM; hit rate 0.59% among 210,000; AID 873;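 active means inhibition of 40% or more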;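 further: 0% = enzyme controls without compound and 100% = no-enzyme blanks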
Target sequence (Q9Y337 67-293 limits assumed): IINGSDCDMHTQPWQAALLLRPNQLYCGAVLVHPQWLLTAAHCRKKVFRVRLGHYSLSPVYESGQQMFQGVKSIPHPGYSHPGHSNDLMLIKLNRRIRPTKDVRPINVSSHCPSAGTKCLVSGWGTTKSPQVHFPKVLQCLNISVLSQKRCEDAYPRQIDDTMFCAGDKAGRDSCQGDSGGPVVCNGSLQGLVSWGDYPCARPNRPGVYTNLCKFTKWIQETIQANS
Runt-SMMHC FRET = Runt domain-CBFb-SMMHC interaction inhibition; Q01196+Q13951; Cerulean-Runt/Venus-CBFb-SMMHC FRET ratio 530/480, 1 h; inhibition, % at 20 µM; hit rate 0.74% among 220,000;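 active means mean inhibition across duplicate retests at 20 µM reaching about 50%, limit read from the data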;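 further: 0% = DMSO wells and 100% = wells with excess untagged CBFb-SMMHC; inhibitors lower the FRET ratio by blocking Runt binding to CBFb-SMMHC; some results filed as inactive read as strong as hits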
FXIa inh 1536 = blocks human coagulation factor XIa protease activity. P03951. purified FXIa, Boc-Glu-Ala-Arg-AMC fluorogenic substrate. hit rate 0.14% among 220,000. inhibition, % at 5 µM;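 active means inhibition of at least 40%; inactive means inhibition below 40%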;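 further: fluorescence of freed AMC excited at 355 nm; 0% = enzyme without compound and 100% = no enzyme blank; many of its hits are not listed in these tables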
Target sequence (P03951 19-387 limits assumed): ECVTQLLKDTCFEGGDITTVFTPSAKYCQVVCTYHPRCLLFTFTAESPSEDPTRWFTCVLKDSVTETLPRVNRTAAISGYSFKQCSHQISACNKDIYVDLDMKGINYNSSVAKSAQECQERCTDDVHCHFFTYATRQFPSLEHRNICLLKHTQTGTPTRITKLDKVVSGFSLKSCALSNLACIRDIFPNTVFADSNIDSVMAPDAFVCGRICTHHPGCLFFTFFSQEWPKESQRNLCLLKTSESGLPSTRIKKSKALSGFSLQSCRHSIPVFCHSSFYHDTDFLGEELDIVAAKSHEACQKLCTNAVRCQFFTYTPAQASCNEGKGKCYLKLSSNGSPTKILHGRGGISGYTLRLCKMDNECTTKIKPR
Target sequence (P03951 388-625 limits assumed): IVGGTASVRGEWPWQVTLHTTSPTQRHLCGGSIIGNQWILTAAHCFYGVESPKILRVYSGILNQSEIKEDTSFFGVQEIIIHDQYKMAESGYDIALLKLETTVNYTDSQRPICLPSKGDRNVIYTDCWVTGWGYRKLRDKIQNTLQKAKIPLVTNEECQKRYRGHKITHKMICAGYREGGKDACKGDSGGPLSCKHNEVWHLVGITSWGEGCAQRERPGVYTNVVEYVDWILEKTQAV
Thrombin inh = inhibitors of human thrombin; P00734; alpha-thrombin, Boc-VPR-AMC fluorogenic substrate cleavage; inhibition, % at 5 µM; hit rate 0.26% among 220,000; AID 1046;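 active means inhibition at or above 40%; inactive means inhibition below 40%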;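 further: 0% = enzyme with no compound and 100% = wells without enzyme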
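Test system: human alpha-thrombin; medium: pH 7.5 Tris-saline with Tween 20; times: reaction at room temperature; signal: AMC fluorescence at 355 nm excitation and 460 nm emission; also added: Boc-VPR-AMC substrate, 15 µM final; dosing: one concentration per compound, 5 µM, with 0.2% DMSO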
FXIIa inh 1536 = factor XIIa (human) inhibition; inhibition, % at 5 µM; purified FXIIa, Boc-QGR-AMC fluorogenic substrate, 2 h; hit rate 0.3% among 220,000; in the data active means inhibition above about 40%;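 further: 0% = enzyme with no compound and 100% = blank without enzyme; many of its hits are not listed in these tables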
Hck-Nef inh = human Hck-Nef kinase inhibition; P08631; Recombinant Hck-YEEI plus Nef, Z-Lyte FRET kinase assay; hit rate 0.68% among 220,000; inhibition, % at 20 µM;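 active means Hck-Nef kinase inhibition above about 50%, limit read from the data; inactive means inhibition below that limit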;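 further: 0% = DMSO with Hck plus Nef and 100% = Hck alone without Nef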
Wee1 degr inh = blocks degradation of human Wee1 kinase. hit rate 1.2% among 220,000. AID 1321. reporter increase, % at 5 µM. HeLa Luc-Wee1K328M stability, luciferase luminescence; 100% = proteasome inhibitor MG132 effect;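 active means activation above the mean of all tested compounds plus 3 SD, set per screening run, cut at about 8.8% in these data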;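 further: cells exposed to compound for 20 h before luminescence read; 0% = DMSO alone and 100% = MG132 at 30 µM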
14-3-3 Bad PPI = disrupts binding of bovine 14-3-3 zeta to phospho-Bad peptide; P63103; TR-FRET 14-3-3zeta/Dy647-pBad peptide displacement, 1 h; inhibition, % at 21.7 µM; hit rate 0.71% among 220,000; AID 781;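 active means inhibition above about 70%, limit read from the data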;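 further: 0% = full 14-3-3 plus peptide FRET controls and 100% = background without 14-3-3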
Target sequence (P63103 whole entry, looked up): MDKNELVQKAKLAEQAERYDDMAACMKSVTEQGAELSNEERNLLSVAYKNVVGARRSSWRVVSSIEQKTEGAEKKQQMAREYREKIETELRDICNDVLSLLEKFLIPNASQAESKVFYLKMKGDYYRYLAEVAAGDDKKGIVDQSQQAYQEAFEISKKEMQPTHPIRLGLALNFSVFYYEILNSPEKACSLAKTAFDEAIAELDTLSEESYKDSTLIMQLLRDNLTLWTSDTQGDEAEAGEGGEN
An asterisk follows results filed as active; . = no result given; [ ] = another dose, or the depositor's remark. Not a hit list; overall some 4.2% were active at least once.

SMILES	Runt-CBFb FRET	hK5 inh	Runt-SMMHC FRET	FXIa inh 1536	Thrombin inh	FXIIa inh 1536	Hck-Nef inh	Wee1 degr inh	14-3-3 Bad PPI
CCOC(=O)C1=C(N)N(c2ccccc2Oc2ccccc2)C(=O)C1	0	-12	2	-5	1	8	3	-1	-16
O=C(Nc1ccc(F)cc1F)c1csc(-c2ccncc2)n1	1	17	3	17	12	17	-12	-1	0
COCCNC(=O)C(=O)NCCN1CCNCC1	-2	-1	0	-5	-14	2	13	-2	10
Cc1ccc(-n2cc(CN(C)Cc3nccn3C)c(-c3ccc(F)cc3)n2)cc1	0	-3	0	-5	-6	3	19	-2	2
CC(C)OC(=O)CSc1nnc(CNc2nc(-c3ccccc3)cs2)n1C	-2	-13	-2	0	-1	18	0	0	19
Cc1cc(OCC(=O)Nc2ccc3oc(-c4ccncc4)nc3c2)ccc1Cl	0	-25	4	-2	-4	5	1	-1	.
O=C(Nc1ccc(Br)cn1)c1cccc(-c2cc3ccccc3oc2=O)c1	-2	1	-2	7	3	7	33	0	69
O=C(NCCc1ccncc1)C12CC3CC(CC(C3)C1)C2	2	-4	-1	1	-4	8	-2	0	1
O=C(COC(=O)c1ccc(Cl)c(S(=O)(=O)N2CCCCCC2)c1)Nc1ccccc1	-2	-8	-6	-4	-6	-1	2	-4	-11
Cc1ccc(-n2c(CCc3ccccc3)nnc2SCC(=O)NCc2ccccc2)cc1C	-5	-3	-2	-4	-3	10	-1	-2	58
CN(C)S(=O)(=O)c1ccc(C(=O)Nc2ccc(F)cc2F)cc1	3	3	2	-10	-9	6	2	2	0
C/C(=N\NC(=O)COc1ccc(C#N)cc1)c1ccccc1OC(F)F	0	9	0	8	-13	9	1	0	9[fluorescence artefact?]
O=C(Nc1nccs1)c1cc2c(s1)-c1ccccc1OC2	-22	-18	32	-3	-2	-4	4	5	6
COc1ccc(OC)c(NC(=O)c2ccc(CSc3ncccn3)cc2)c1	-2	-5	-3	-6	-9	2	18	2	1
O=c1cc(N2CCc3ccccc32)[nH]c(=O)n1-c1ccccc1	2	-12	4	-7	-3	4	0	-2	0
CCn1c(CCNC(=O)c2ccc(Cl)c(Cl)c2)nnc1SCCOc1ccc(OC)cc1	-5	-14	0	-5	-7	2	1	-1	4
O=C(O)c1cccnc1Oc1ccccc1	0	3	-2	-2	-3	-1	1	-1	3
COc1ccc(OCC(=O)Nn2c(-c3cccc(OC)c3)nc3ccccc3c2=O)cc1	0	-13	1	-1	-4	8	4	0	-4[fluorescence artefact?]
Cc1cc(Br)cn2cc(C(=O)O)nc12	-2	5	0	-1	5	6	-49	3	-3
O=C(CCS(=O)(=O)c1ccc(Cl)cc1)Oc1ccc2c(c1)OCO2	-1	-7	2	4	1	6	-10	0	-3
Nc1c(C(=O)C2CC2)sc2nc3c(cc12)CCC3	6	-2	15	-5	-3	4	20	2	-9
O=C(O)C1CCN(S(=O)(=O)c2ccc3c(c2)OCCCO3)CC1	-2	-2	-1	-5	-8	5	13	-2	3
COc1ccc(-c2cc(C(F)(F)F)c(C#N)c(SCC(=O)Nc3nc(C)co3)n2)cc1	-57	-12	-164	-21	-12	-15	6	-3	6[fluorescence artefact?]
CN(C)C(=S)NC(=O)C12CC3CC(C)(CC(C)(C3)C1)C2	0	2	1	5	-6	8	8	1	-11
Cc1ccc(NC(=S)Nc2ccc(C(C)C)cc2)cc1S(=O)(=O)N1CCCCCC1	2	-12	-3	4	1	14	2	5	-15[fluorescence artefact?]

3 compounds from above with just FXIa inh 1536, Hck-Nef inh and hK5 inh.
Compound	FXIa inh 1536	Hck-Nef inh	hK5 inh
Nc1c(C(=O)C2CC2)sc2nc3c(cc12)CCC3	-5	20	-2
O=C(O)C1CCN(S(=O)(=O)c2ccc3c(c2)OCCCO3)CC1	-5	13	-2
COc1ccc(-c2cc(C(F)(F)F)c(C#N)c(SCC(=O)Nc3nc(C)co3)n2)cc1	-21	6	-12

(further entries)
SMILES	Runt-CBFb FRET	hK5 inh	Runt-SMMHC FRET	FXIa inh 1536	Thrombin inh	FXIIa inh 1536	Hck-Nef inh	Wee1 degr inh	14-3-3 Bad PPI
O=C(N/N=C1/SCC(=O)N1Cc1ccco1)c1ccccc1F	0	7	1	3	-5	11	22	2	-6
CCCCN1CN(Cc2ccccc2)CNC1=S	0	5	-1	-1	1	8	9	-3	-3
Cc1ccc(-n2ncc3c(N4CCCC(C)C4)ncnc32)c(C)c1 (stereo not drawn)	1	-1	0	2	-6	10	35	.	-2
CCCCCCn1c(-c2cccs2)n[nH]c1=S	2	0	15	3	-2	7	14	-3	4
Cc1ccc(NC(=O)COC(=O)C2(c3ccc(Cl)cc3)CCCC2)cc1	-2	-13	1	5	12	5	1	6	-2
Cc1cc(C(C)(C)C)ccc1NC(=O)CC(C)(C)CC(=O)O	1	3	-8	4	3	9	17	0	7
CCOC(=O)c1cnn(CCOC(=O)Cc2cccs2)c1NC(=O)Cc1cccs1	0	0	3	-3	-2	-6	2	1	-15
COn1c2c(c3c4no[n+]([O-])c4ccc31)CCCC2	2	1	0	4	6	19	-2	-1	0
CCCCC1(C)OC(=O)C(=Cc2ccc(SC)cc2)C(=O)O1 (stereo not drawn)	-1	-5	-2	-7	6	10	10	-2	2
COc1ccc(C(=O)O/N=C/c2c(C(F)(F)F)nn(C)c2SCc2ccccc2Cl)cc1	-4	-1	-7	-4	-3	-2	3	0	8
O=C1/C(=C/c2cccnc2)SC(=NCc2ccccc2)N1Cc1ccccc1	-6	-5	-5	10	-2	15	25	-1	6
C[C@@H]1OC(Nc2ccc(N=Nc3ccccc3)cc2)[C@H](O)[C@H](O)[C@H]1O (stereo partly drawn)	-2	10	-5	12	0	5	8	2	-7
CC(c1ccccc1F)n1cc(C(=O)NCCCc2nc3ccccc3[nH]2)nn1 (stereo not drawn)	-2	-3	1	-2	-4	3	17	3	-15
Cc1nc2c3cc(F)ccc3n(CCN3CCCCC3)c2s1	0	.	1	-3	-6	3	-1	9.7*	-4
O=C(O)C1(P(=O)(c2ccccc2)c2ccccc2)CCCC1	4	-4	1	-6	1	0	7	-3	-10
CC(C)OCC(O)CN (stereo not drawn)	-2	-18	-3	-6	-10	6	-1	1	-7
Oc1ccc(Nc2nc(N3CCCC3)c3ccccc3n2)cc1	27	-11	71*	-2	-6	17	0	-3	20
COc1ccc(-c2noc(CN(C)C3CCOCC3)n2)cc1	0	0	3	-2	-11	3	7	1	-7
CSCCC(NC(=O)c1cccc(C)c1)C(=O)O (stereo not drawn)	-1	0	1	-2	-2	8	2	5	-5
CCN(CC)CC#CCC(O)(c1ccccc1)C1CCCC1 (stereo not drawn)	0	-8	0	2	-1	5	11	0	15[fluorescence artefact?]
Cc1nnc2ccc(-c3ccc(NC(=O)c4ccc(Cl)nc4)cc3)nn12	1	-12	4	-7	-6	-1	16	1	-13
CCn1cc(CN2CCc3c([nH]c4ccccc34)C2c2cccc(O)c2)c(C)n1 (stereo not drawn)	2	2	8	-1	-3	5	20	7	-8
COc1ccccc1N1CCN(C(=O)CN(CCc2ccccc2)S(C)(=O)=O)CC1	-1	-4	3	2	3	11	2	2	-5[fluorescence artefact?]
CCCOC(=O)c1c(NC(=O)CCCn2nc([N+](=O)[O-])cc2C)sc(C(=O)OC)c1C	-3	-5	-4	1	-3	9	5	-2	-2
COCCn1c(SCc2c(F)cccc2Cl)nc2c1c(=O)[nH]c(=O)n2C	1	-28	-1	6	3	4	6	-1	7[fluorescence artefact?]

Taken from the entries so far, four compounds:
SMILES	Runt-CBFb FRET	hK5 inh	Runt-SMMHC FRET	FXIa inh 1536	Thrombin inh	FXIIa inh 1536	Hck-Nef inh	Wee1 degr inh	14-3-3 Bad PPI
O=C(N/N=C1/SCC(=O)N1Cc1ccco1)c1ccccc1F	0	7	1	3	-5	11	22	2	-6
CCCCN1CN(Cc2ccccc2)CNC1=S	0	5	-1	-1	1	8	9	-3	-3
Cc1ccc(-n2ncc3c(N4CCCC(C)C4)ncnc32)c(C)c1 (stereo not drawn)	1	-1	0	2	-6	10	35	.	-2
CCCCCCn1c(-c2cccs2)n[nH]c1=S	2	0	15	3	-2	7	14	-3	4

Going on with the list:
SMILES	Runt-CBFb FRET	hK5 inh	Runt-SMMHC FRET	FXIa inh 1536	Thrombin inh	FXIIa inh 1536	Hck-Nef inh	Wee1 degr inh	14-3-3 Bad PPI
Cc1ccc(C)n1-c1ccc(N2CCOCC2)c(Br)c1	3	-11	2	0	1	10	1	-1	-1
Cc1cc(C)c(S(=O)(=O)N2CCCCC2C(=O)O)c(C)c1 (stereo not drawn)	0	3	0	-2	-6	8	20	0	1
CCOC(=O)C1=C(c2ccccc2)NC(=O)N(C(C)=O)C1c1cccc([N+](=O)[O-])c1 (stereo not drawn)	-2	0	0	0	-7	7	14	2	12
O=c1c2cc(N3CCOCC3)ccc2[nH]c(=S)n1Cc1cccc(Cl)c1	0	-17	-8	1	2	2	-1	0	-18
COC(=O)c1ccc(NC(=O)CSc2nnc(-c3ccncc3)n2C)cc1	-4	-23	0	-1	-8	-2	0	-2	-11[fluorescence artefact?]
COc1ccc(NC(=O)CN(Cc2ccccc2)Cc2ccccc2)cc1S(N)(=O)=O	-4	-1	2	-2	1	3	0	4	5
CN1CCN(S(=O)(=O)c2ccc(NC(=O)c3cccs3)cc2)CC1	-2	5	1	-7	-4	6	0	-1	10
O=C(NCc1ccccc1)c1ccc2c(=O)[nH]c3c(C(=O)NCC4CCCO4)sc(=S)n3c2c1 (stereo not drawn)	-11	0	-23	1	-10	5	31	1	-17
COc1ccc(N2C(=O)CSC23C(=O)Nc2ccccc23)cc1 (stereo not drawn)	-2	-13	0	-1	-3	10	5	0	-6
COc1ccc(/C=N/Nc2snc(SC)c2C#N)cc1OC	0	1	-3	-3	4	-7	6	3	22[fluorescence artefact?]
O=C(Cn1nnc2c(cnn2-c2ccccc2)c1=O)N1CCN(c2ccccc2F)CC1	-1	-2	-4	-2	-5	8	-1	-1	4
Cc1ccccc1CSc1n[nH]c(NS(=O)(=O)c2ccccc2)n1	-3	-5	-6	3	2	13	0	4	.
CCCCNC(=O)CC1N=C2c3ccccc3N=C(SCC(=O)Nc3ccc(OC)cc3)N2C1=O (stereo not drawn)	0	-2	0	-7	-2	2	3	3	12
CC1CCCCN1CC(=O)c1c(N)n(Cc2ccccc2)c(=O)n(C)c1=O (stereo not drawn)	-2	2	1	-3	-20	11	2	1	11
CCNS(=O)(=O)c1ccc(NC(=O)Cn2nc(C(F)(F)F)cc2C)cc1	-2	-14	0	4	-5	24	0	-1	-14
CCOC(=O)/C(C#N)=C/NC(=O)NC(C)(C)C	-1	-3	-2	-10	-2	8	-1	-2	-1
COc1ccc(-c2cc(C(=O)OCC(=O)NC(C)C)c3ccccc3n2)cc1	1	1	2	21	-5	5	1	-3	22
C/C(=N\NC(=O)CC(C)C)c1ccc(Cl)c(Cl)c1	0	-10	-4	6	1	8	1	-4	-5
Cc1cc(=O)[nH]c(-c2ccccc2)n1	0	-23	1	-5	-12	11	3	0	-15
CS(=O)(=O)Cc1cc(N2CCCC2)nc(-c2ccccc2)n1	-1	2	-2	-1	-4	4	-5	-2	6
CC(=O)NCCOc1nc(N(C)C)nc(N2CCOCC2)n1	2	-3	-4	13	0	23	3	0	1

High-throughput results: PubChem BioAssay, several laboratories
